PvdQ acylase: blocks Pseudomonas aeruginosa PvdQ acylase activity. purified PvdQ acylase, fluorescence plate reader. inhibition, % at 10 µM. 340,000 compounds, 0.063% hits. AID 488965; in the data active = inhibition above about 30%, passing the limit was not always enough;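 note: 0% = vehicle neutral wells and 100% = reference inhibitor wells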
RTF Ca sens act: cardiac RTF calcium sensitization; IANBD-labeled TnC RTF fluorescence at EC20 calcium; 0% EC20 calcium, 100% full calcium; 340,000 compounds, 0.24% hits; P19429+P45379; activation, % at 7.2 µM; AID 493008;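 active = activation above the mean over all tested compounds plus 3 SD, cut at about 30% in these data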;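 note: rise in fluorescence read as greater calcium sensitivity of cardiac thin filaments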
Wnt bcat act: activators of Wnt/beta-catenin signaling; Wnt/beta-catenin reporter cell assay, activator, plate reader; activation, % at 9.35 µM; 300,000 compounds, 1.2% hits; in the data active = activation above about 30%, passing the limit was not always enough;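 note: 0% = neutral control wells and 100% = positive control wells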
Rtt109 Vps75: blocks Candida albicans Rtt109/Vps75 acetyltransferase activity; 330,000 compounds, 0.16% hits; AID 540336; inhibition, % at 34.9 µM; Q5AAJ8; purified Rtt109/Vps75, ThioGlo CoA-SH fluorescence, 4 h;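 active = inhibition of at least 50% in every replicate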
Target sequence (Q5AAJ8 whole entry, looked up): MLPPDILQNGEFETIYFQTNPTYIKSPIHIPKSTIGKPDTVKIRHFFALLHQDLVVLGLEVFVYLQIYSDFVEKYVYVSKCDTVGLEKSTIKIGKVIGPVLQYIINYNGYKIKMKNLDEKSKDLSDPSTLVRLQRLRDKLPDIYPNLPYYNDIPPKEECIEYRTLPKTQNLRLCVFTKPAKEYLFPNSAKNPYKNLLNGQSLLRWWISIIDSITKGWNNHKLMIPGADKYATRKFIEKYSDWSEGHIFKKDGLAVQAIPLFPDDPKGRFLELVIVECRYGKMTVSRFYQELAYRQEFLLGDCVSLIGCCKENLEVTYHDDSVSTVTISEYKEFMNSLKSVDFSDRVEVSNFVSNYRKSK
MITF act: activators of MITF-driven TRPM1 promoter activity in SK-MEL-5 cells | SK-MEL-5 TRPM1-promoter luciferase, 24 h; % of positive control, neutral wells = 0 | activation, % at 12.5 µM | 300,000 compounds, 0.75% hits;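 active = mean activation of at least 80% with every replicate also reaching 80%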;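 note: 0% = neutral control wells and 100% = parthenolide positive control wells; values of inactives mirror those of a sister screen read the other way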
CDK5 inh: blocks human CDK5/p35 kinase activity | Q00535+Q15078 | Recombinant CDK5/p35, ADP-Glo luminescence, 60 min | inhibition, % at 10 µM | 330,000 compounds, 0.01% hits | AID 488839;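 active = highest replicate inhibition of at least 50% and at least 75% of replicates reaching 50%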;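 note: plate controls were DMSO neutral control for no effect and GW8510 at 10 µM for full effect; many of its hits are not listed in these tables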
HTR5A ag ctr: HTR5A agonism, opioid heterodimer counter-screen | P47898 | HTR5A agonist assay, luminescence, cell-based | activation, % at 9.3 µM | 340,000 compounds, 0.61% hits; in the data active = activation mostly above about 9.5%, no sharp cut-off; inactive = mostly below about 7.6%;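 note: 0% = cells with vehicle only and 100% = reference agonist; strong numbers were not always called active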
Target sequence (P47898 whole entry, looked up): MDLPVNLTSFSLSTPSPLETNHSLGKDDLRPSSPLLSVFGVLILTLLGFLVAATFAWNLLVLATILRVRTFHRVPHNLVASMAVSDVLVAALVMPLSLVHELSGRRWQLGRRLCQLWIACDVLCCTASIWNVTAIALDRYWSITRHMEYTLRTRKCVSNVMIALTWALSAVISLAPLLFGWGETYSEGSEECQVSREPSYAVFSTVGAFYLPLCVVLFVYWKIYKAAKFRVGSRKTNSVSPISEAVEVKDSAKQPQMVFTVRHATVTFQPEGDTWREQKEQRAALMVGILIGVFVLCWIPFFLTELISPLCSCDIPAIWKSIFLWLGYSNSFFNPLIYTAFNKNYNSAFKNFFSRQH
SR-BI DiI inh: inhibitors of mouse SR-BI mediated HDL lipid uptake. Q61009. ldlA[mSR-BI] CHO cells, DiI-HDL uptake fluorescence, 3 h. inhibition, % at 12.5 µM. 320,000 compounds, 0.96% hits. AID 488896;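 active = mean replicate inhibition of at least 70% and a set share of replicates each scoring 70 or more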;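 note: 0% = median of neutral control wells and 100% = median of positive control wells; values of inactives mirror those of a sister screen read the other way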
dFosB activator: mouse delta FosB homodimer activation; P13346; purified delta FosB, TAMRA-CDK5 oligo fluorescence polarization; percent of positive-control signal above neutral wells; activation, % at 25 µM; 340,000 compounds, 0.99% hits;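 active = mean activation above about 17%, with every replicate also reaching it, limit read from the data, passing the limit was not always enough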;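 note: fluorescence polarization rise as delta FosB binds a TAMRA Cdk5 AP-1 oligo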
Target sequence (P13346 whole entry, looked up): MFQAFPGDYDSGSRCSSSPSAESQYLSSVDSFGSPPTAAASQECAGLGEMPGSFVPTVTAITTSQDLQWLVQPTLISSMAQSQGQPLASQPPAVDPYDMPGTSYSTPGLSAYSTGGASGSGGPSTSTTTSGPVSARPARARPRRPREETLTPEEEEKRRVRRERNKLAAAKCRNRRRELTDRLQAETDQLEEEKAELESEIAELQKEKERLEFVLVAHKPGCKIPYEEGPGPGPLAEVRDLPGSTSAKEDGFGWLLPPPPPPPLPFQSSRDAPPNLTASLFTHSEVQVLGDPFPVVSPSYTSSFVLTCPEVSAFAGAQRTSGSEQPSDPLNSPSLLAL
SR-BI uptake up: SR-BI HDL lipid transfer activation; AID 504775; CHO ldlA[mSR-BI] cells, DiI-HDL uptake fluorescence, 3 h; 100 = double the neutral-control signal; 320,000 compounds, 0.096% hits; activation, % at 12.5 µM;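 active = mean replicate activation of at least 60% and every replicate at or above 60%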;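 note: 0% = median plate neutral-control signal and 100% = twice that signal; values of inactives mirror those of a sister screen read the other way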
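System: CHO ldlA[mSR-BI] cells / Medium: HEPES-buffered (25 mM, pH 7.4) F12 plus 0.5% BSA / Probe or stimulus: labelled HDL, 10 µg/mL / Doses: single compound concentration, delivered by pin transfer / Schedule: 3 h, 37 °C / Measured by: DiI fluorescence, bottom read / Measure: cell-associated DiI fluorescence as measure of HDL uptake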
* = called active by the depositor; / = not tested or not shown.

SMILES	PvdQ acylase	RTF Ca sens act	Wnt bcat act	Rtt109 Vps75	MITF act	CDK5 inh	HTR5A ag ctr	SR-BI DiI inh	dFosB activator	SR-BI uptake up
CCCCN(C(=O)c1cccc(S(=O)(=O)N2CC(C)OC(C)C2)c1)c1c(N)n(CCCC)c(=O)[nH]c1=O (stereo unspecified)	4.9	-4.4	-0.1	11.9	-1.9	-1.0	0.3	-6.7	1.3	6.7
COc1cc2ccccc2cc1-c1nnc(COc2ccccc2)o1	-20.1	8.2	-1.5	-6.4	11.1	-1.4	-5.9	-18.5	-14.1	18.5
c1ccc2[nH]c(CSc3ncnc4c3oc3ccccc34)nc2c1	-9.0	-5.4	/	0.4	13.8	2.1	4.8	-16.3	-19.9	16.3
CC1(C)C=Cc2cc3ccc(=O)oc3cc2O1	5.0	-1.4	-0.6	-0.3	63.2	0.8	3.5	-4.5	-2.2	4.5
CCN(c1ccccc1)S(=O)(=O)c1cc(CN2C(=O)c3cccnc3C2=O)ccc1OC	-9.8	-2.5	-1.4	-13.2	-4.6	0.4	3.6	-8.0	-3.1	8.0
NC(=O)CSc1nnnn1-c1cccc(Cl)c1	-10.2	6.9	-5.9	10.2	-0.2	-1.9	-0.1	-41.0	-6.5	41.0
CN(C)c1ccc(NC(=O)Oc2ccccc2)cc1	-0.1	-2.6	/	-4.3	6.7	1.1	-1.7	2.1	0.2	-2.1
O=C1C2C3c4ccccc4C(c4ccccc43)C2C(=O)N1Cc1ccccn1 (stereo unspecified)	-7.1	0.0	1.1	-9.9	7.6	0.8	-1.7	-3.5	-0.5	3.5
COc1cccc(CSc2nc3ccncc3[nH]2)c1	-17.3	1.7	27.8	-7.8	32.7	3.7	2.9	0.0	-12.4	0.0
COc1ccc(CCNc2cc(C)nc3c(-c4ccc(Cl)cc4)c(C)nn23)cc1OC	-12.5	4.2	0.5	0.2	-6.1	0.9	3.9	-8.6	-9.7	8.6
CCOC(=O)c1cc(S(=O)(=O)N2CCC(C)CC2)cn1C	-15.2	-4.4	-2.9	0.7	4.6	-1.7	2.2	6.0	-6.9	-6.0
O=C(NC1CCCC1)c1ccc([N+](=O)[O-])s1	9.1	1.2	0.0	-3.7	-30.3	1.1	2.5	4.5	2.9	-4.5
Clc1cc(Br)ccc1OCCCn1ccnc1	0.0	-5.4	0.3	-5.3	7.3	-0.6	7.4	-4.6	1.4	4.6
Cn1nc(-c2ccc(Cl)cc2)c2cc(C(=O)NCCCN3CCOCC3)sc21	-11.0	2.5	-4.7	-10.5	10.9	0.0	-1.9	72.2*	-50.4	-72.2
CCOC(=O)[C@H]1[C@H]2COc3ccc(OC)cc3[C@@H]2N2C(=O)CN(CC3CCCO3)C(=O)[C@@]12C (stereo partly specified)	-2.9	-9.5	1.8	4.4	10.0	-0.7	0.8	-33.1	-2.2	33.1
CC(=O)c1ccc(OCC(=O)Nc2ccc(N3CCCCC3)cc2)cc1	5.3	-3.9	-3.1	-7.9	-0.7	0.3	1.8	8.0	-3.4	-8.0
Cc1occc1C(=O)N/N=C/c1cnn(C)c1C	-4.7	-5.2	18.8	0.4	46.0	2.5	-1.6	-0.2	-6.8	0.2
CC(C)=CCCC(C)N(C=O)C(C)CCC=C(C)C (stereo unspecified)	-12.6	7.6	/	-19.0	-2.3	0.8	3.9	-11.6	-9.9	11.6
O=C1CCC/C(=N\NC(=O)c2ccc(CSc3cccc4cccnc34)cc2)C1	-12.3	2.6	-0.9	-0.2	/	-3.8	0.8	24.9	-13.1	-24.9
CCN1C(=O)/C(=C/c2cc(C)n(C)c2C)SC1=Nc1ccc(OC)cc1	-0.5	7.8	/	4.1	-7.3	0.6	1.1	16.6	-0.5	-16.6
CCC(OC(=O)c1nsc(Cl)c1Cl)C(=O)NCc1cccs1 (stereo unspecified)	-7.8	2.0	1.3	3.4	3.5	2.2	0.0	2.3	2.7	-2.3
N#CCSc1ncccc1-c1nc2ccccc2[nH]1	-15.1	-2.4	1.5	5.1	-6.8	-6.5	5.7	6.1	-3.6	-6.1
Cc1ccc(CNC(=O)CN2C(=O)c3ccccc3S2(=O)=O)cc1	2.2	-5.3	-0.4	-6.6	-1.8	2.7	-3.7	-3.5	3.1	3.5
COc1ccc(-c2nc3cc([N+](=O)[O-])ccc3o2)cc1	-12.8	1.0	18.1	-19.2	36.2	-1.1	-4.3	3.2	4.8	-3.2
COc1ccc(NC(=O)CS(=O)(=O)c2ccc(Br)cc2)cc1	-13.9	2.5	-0.2	-9.6	-3.5	-0.5	-3.6	17.6	2.8	-17.6
O=C(c1ccccc1)c1ccc2cc(O)ccc2c1	-9.3	2.1	20.1	/	46.7	2.4	0.4	25.6	-6.5	-25.6
COc1ccc(CCC(C)NCc2ccccc2OC)cc1 (stereo unspecified)	-17.9	-4.0	-1.4	2.3	6.7	1.0	3.8	3.5	-10.5	-3.5
CCN(CC)CCCn1c2c(c(SCC(=O)Nc3nc4ccccc4s3)nc1=O)CCC2	4.5	4.7	0.7	18.6	-2.1	-0.8	-1.9	-15.7	-19.0	15.7
O=C1C(=O)N(CCN2CCOCC2)C(c2ccc(Cl)c(Cl)c2)/C1=C(/O)c1ccc2c(c1)OCO2 (stereo unspecified)	0.9	-3.1	-0.3	0.7	9.7	-4.4	1.0	-21.8	-5.3	21.8
CN(CC(=O)Nc1ccc(Cl)cc1)CC(=O)Nc1cccc2ccccc12	7.2	0.5	-1.7	-2.1	-3.1	1.0	-3.2	11.2	-1.7	-11.2
CC(C)Cn1c2c(c(O)c(C(=O)Nc3ccc(F)cc3)c1=O)CCCC2	-6.4	3.8	/	5.0	-7.0	1.2	3.3	13.6	4.3	-13.6
NC(=O)[C@@H]1CC2(CC(c3cccc(NC(=O)CC(c4ccccc4)c4ccccc4)c3)=NO2)CN1C(=O)c1ccc(Cl)cc1 (stereo partly specified)	10.5	-1.3	-1.6	7.5	-13.1	-0.6	-3.0	13.7	-1.0	-13.7
CCOC(=O)c1cnn(-c2ccc(C(C)C)cc2)c1NC(=O)C1CCC1	-3.0	-0.1	/	-2.9	35.6	-0.7	1.9	0.5	-7.8	-0.5
COc1cccc(C(=O)NCCS(=O)(=O)N2CCC3(CC2)OCCO3)c1	-11.4	4.3	-3.8	-1.6	8.2	1.3	2.1	-10.7	-1.2	10.7
COc1cc(OC)nc(Oc2ccccc2C=O)n1	-14.8	9.1	0.3	4.2	/	0.5	4.0	-16.1	-14.2	16.1
COc1ccccc1NC(=O)CCn1c(=S)oc2ccccc21	-1.5	-5.4	1.4	4.2	3.4	-1.2	-1.6	20.6	4.0	-20.6
CC1Cc2nc(SCC(=O)NCC3CCCO3)n(Cc3ccccc3)c(=O)c2S1 (stereo unspecified)	-5.0	-2.0	/	8.1	5.4	0.4	10.6	6.5	-24.5	-6.5
O=C(CSc1nnnn1C1CCCCC1)Nc1ccccc1F	-0.2	6.0	-1.6	-4.8	8.0	-0.9	-2.2	2.8	4.3	-2.8
C/C(=N\NC(=O)c1ccc(O)cc1)c1ccc(NC(=O)Cc2ccccc2)cc1	-2.3	-4.6	17.7	-0.8	49.0	0.4	-5.0	31.4	1.4	-31.4
CN(C)S(=O)(=O)c1ccc(C(=O)NCCOc2ccccc2)cc1	-14.9	2.8	48.3*	-1.7	62.5	0.3	0.9	15.1	-9.7	-15.1

Eight consecutive records from above, for reference:
SMILES	PvdQ acylase	RTF Ca sens act	Wnt bcat act	Rtt109 Vps75	MITF act	CDK5 inh	HTR5A ag ctr	SR-BI DiI inh	dFosB activator	SR-BI uptake up
N#CCSc1ncccc1-c1nc2ccccc2[nH]1	-15.1	-2.4	1.5	5.1	-6.8	-6.5	5.7	6.1	-3.6	-6.1
Cc1ccc(CNC(=O)CN2C(=O)c3ccccc3S2(=O)=O)cc1	2.2	-5.3	-0.4	-6.6	-1.8	2.7	-3.7	-3.5	3.1	3.5
COc1ccc(-c2nc3cc([N+](=O)[O-])ccc3o2)cc1	-12.8	1.0	18.1	-19.2	36.2	-1.1	-4.3	3.2	4.8	-3.2
COc1ccc(NC(=O)CS(=O)(=O)c2ccc(Br)cc2)cc1	-13.9	2.5	-0.2	-9.6	-3.5	-0.5	-3.6	17.6	2.8	-17.6
O=C(c1ccccc1)c1ccc2cc(O)ccc2c1	-9.3	2.1	20.1	/	46.7	2.4	0.4	25.6	-6.5	-25.6
COc1ccc(CCC(C)NCc2ccccc2OC)cc1 (stereo unspecified)	-17.9	-4.0	-1.4	2.3	6.7	1.0	3.8	3.5	-10.5	-3.5
CCN(CC)CCCn1c2c(c(SCC(=O)Nc3nc4ccccc4s3)nc1=O)CCC2	4.5	4.7	0.7	18.6	-2.1	-0.8	-1.9	-15.7	-19.0	15.7
O=C1C(=O)N(CCN2CCOCC2)C(c2ccc(Cl)c(Cl)c2)/C1=C(/O)c1ccc2c(c1)OCO2 (stereo unspecified)	0.9	-3.1	-0.3	0.7	9.7	-4.4	1.0	-21.8	-5.3	21.8

Continued:
SMILES	PvdQ acylase	RTF Ca sens act	Wnt bcat act	Rtt109 Vps75	MITF act	CDK5 inh	HTR5A ag ctr	SR-BI DiI inh	dFosB activator	SR-BI uptake up
Cc1ccc(NC(=O)C(CC(C)C)NC(=O)C2CCC(C)CC2)nc1 (stereo unspecified)	-0.7	6.4	1.9	15.0	/	0.5	2.8	42.9	-2.7	-42.9
COc1ccc(NC(=O)NNC(=O)c2cc(C3CC3)nc3ccccc23)c(OC)c1	-10.7	-0.2	-4.0	7.6	-6.6	-1.5	-0.4	10.6	5.4	-10.6
O=C(CSc1ccc(Cl)cc1)NC1CCCC1	-3.6	3.9	/	2.4	/	-0.1	-0.7	-18.6	-1.4	18.6
COc1ccccc1CCC(=O)OCC(=O)Nc1cccc(S(=O)(=O)N2CCCCC2)c1	5.2	-10.2	-5.2	4.5	-6.2	-0.1	2.0	10.7	-4.5	-10.7
Cc1nn(CCOc2ccccc2)c(=O)n1-c1ccc(Cl)cc1	-14.5	-2.8	3.2	-2.7	19.3	0.3	-2.3	-9.5	-1.0	9.5
CCN(CC)c1ccc(C(=O)NNC(=O)CN2C(=O)NC3(CCCCC3)C2=O)cc1	-3.4	-2.0	2.0	2.7	8.9	-2.7	0.3	-6.0	2.2	6.0
CCN(CC)CCn1c(NCc2nc3ccccc3n2Cc2ccccc2)nc2ccccc21	-1.3	-21.0	0.1	-1.5	13.3	-1.7	/	-16.9	-0.8	16.9
COc1ccc(-n2nnc3c(=O)n(CC(=O)Nc4cc(C)on4)cnc32)cc1OC	-17.4	1.8	-0.3	-2.3	4.4	-1.1	-3.6	0.2	15.9	-0.2
